TcdB inh: TcdB glycohydrolase inhibitors, primary screen, biochemical, single point, plate reader; hit rate 0.24% among 350,000; inhibition, % at 9.99 µM; TcdB glycohydrolase enzymatic assay; Toxin B (Clostridioides difficile), P18177; in the data active = inhibition above about 10%
Target sequence (P18177 whole entry, looked up): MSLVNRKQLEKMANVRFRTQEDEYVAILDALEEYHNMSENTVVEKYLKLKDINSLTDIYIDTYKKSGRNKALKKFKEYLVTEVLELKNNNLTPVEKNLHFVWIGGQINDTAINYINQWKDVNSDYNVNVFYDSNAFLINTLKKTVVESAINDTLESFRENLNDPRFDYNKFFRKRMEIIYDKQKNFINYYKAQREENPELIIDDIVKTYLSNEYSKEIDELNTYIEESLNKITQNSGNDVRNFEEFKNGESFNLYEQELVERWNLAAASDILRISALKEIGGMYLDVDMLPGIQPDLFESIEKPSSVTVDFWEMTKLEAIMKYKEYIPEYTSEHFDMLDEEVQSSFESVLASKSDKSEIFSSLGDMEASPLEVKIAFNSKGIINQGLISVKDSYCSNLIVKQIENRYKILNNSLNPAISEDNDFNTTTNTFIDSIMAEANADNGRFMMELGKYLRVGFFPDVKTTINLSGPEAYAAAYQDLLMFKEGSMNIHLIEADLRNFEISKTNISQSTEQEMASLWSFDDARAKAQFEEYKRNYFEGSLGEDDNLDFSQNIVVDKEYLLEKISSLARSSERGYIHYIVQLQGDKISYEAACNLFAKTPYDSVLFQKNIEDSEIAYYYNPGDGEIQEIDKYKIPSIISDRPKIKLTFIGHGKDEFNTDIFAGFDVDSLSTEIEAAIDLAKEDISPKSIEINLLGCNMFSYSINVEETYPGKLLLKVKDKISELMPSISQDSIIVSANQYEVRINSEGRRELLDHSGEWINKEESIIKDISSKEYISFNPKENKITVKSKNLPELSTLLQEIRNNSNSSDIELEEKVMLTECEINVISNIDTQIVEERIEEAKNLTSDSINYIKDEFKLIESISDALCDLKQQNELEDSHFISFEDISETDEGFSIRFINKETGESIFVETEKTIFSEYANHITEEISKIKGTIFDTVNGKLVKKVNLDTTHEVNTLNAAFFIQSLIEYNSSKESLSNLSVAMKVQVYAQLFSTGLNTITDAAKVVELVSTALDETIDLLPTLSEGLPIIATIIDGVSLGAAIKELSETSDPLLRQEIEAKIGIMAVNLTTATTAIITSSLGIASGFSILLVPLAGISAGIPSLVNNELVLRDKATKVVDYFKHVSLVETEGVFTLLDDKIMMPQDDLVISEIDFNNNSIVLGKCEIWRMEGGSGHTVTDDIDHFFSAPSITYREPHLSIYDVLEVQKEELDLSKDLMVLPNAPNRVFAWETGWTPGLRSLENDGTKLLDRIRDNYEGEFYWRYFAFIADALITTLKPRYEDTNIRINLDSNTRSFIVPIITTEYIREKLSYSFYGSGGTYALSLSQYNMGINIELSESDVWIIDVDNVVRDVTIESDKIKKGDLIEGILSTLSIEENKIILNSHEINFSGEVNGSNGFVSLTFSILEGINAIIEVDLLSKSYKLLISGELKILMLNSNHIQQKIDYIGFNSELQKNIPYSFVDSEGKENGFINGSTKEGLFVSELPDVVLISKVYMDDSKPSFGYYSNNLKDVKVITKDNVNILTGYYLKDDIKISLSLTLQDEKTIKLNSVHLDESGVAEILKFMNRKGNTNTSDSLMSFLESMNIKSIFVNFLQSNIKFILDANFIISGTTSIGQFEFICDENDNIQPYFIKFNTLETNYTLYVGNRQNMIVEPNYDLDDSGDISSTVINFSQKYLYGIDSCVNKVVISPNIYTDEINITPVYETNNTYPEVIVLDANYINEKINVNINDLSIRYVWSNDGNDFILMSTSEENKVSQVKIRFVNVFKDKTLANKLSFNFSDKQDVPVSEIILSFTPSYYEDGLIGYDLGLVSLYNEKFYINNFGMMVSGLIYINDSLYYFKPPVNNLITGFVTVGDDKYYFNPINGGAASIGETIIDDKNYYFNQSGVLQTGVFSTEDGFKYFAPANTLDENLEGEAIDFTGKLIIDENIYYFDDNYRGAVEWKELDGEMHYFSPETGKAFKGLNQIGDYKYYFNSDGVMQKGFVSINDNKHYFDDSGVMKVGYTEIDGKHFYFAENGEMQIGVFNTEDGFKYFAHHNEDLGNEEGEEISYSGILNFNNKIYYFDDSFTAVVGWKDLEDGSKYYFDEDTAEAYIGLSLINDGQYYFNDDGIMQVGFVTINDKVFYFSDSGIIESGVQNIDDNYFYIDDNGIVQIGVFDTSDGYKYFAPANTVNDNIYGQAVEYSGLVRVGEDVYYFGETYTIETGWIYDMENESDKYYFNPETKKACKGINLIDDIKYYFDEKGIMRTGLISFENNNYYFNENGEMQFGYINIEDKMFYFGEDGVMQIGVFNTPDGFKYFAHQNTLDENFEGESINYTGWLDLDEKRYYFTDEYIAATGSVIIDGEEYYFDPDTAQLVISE
An asterisk follows results filed as active; & = joins results of further samples.

What do the screens show for `CO[C@H](CN(C)S(=O)(=O)c1cn(C)cn1)[C@@H](C)CN(C(=O)Nc1ccc(F)cc1)[C@@H](C)CO`?
TcdB inh: 1.4

Results for CN1C(=O)c2cc(NS(C)(=O)=O)ccc2OC[C@H]2O[C@@H](CC(=O)NCc3ccccc3)CC[C@H]21 ?
TcdB inh: -0.5

Results for Cc1ccc(S(=O)(=O)N(C)C[C@H]2Oc3ccc(NC(=O)CCC(F)(F)F)cc3CC(=O)N([C@H](C)CO)C[C@H]2C)cc1 ?
TcdB inh: -0.8

What do the screens show for `CCC(=O)Nc1ccc2c(c1)C(=O)N(C)C[C@H](OC)[C@@H](C)CN(C(=O)c1cccnc1)[C@H](C)CO2`?
TcdB inh: -0.6

Results for C[C@H]1CN([C@@H](C)CO)C(=O)c2cccc(N(C)C)c2O[C@H]1CN(C)C(=O)NC1CCCCC1 ?
TcdB inh: -0.2

How did COc1ccc(S(=O)(=O)Nc2cccc3c2O[C@H](CN(C)C(=O)Nc2ccc(F)cc2)[C@H](C)CN([C@@H](C)CO)C3=O)cc1 do in these assays?
TcdB inh: -0.7

Results for C[C@H](CO)N1C[C@H](C)[C@@H](CN(C)C(=O)c2ccccc2)OCCCC[C@H](C)Oc2ccc(NS(=O)(=O)c3ccccc3)cc2C1=O ?
TcdB inh: -0.2

Results for C[C@@H]1CN([C@@H](C)CO)C(=O)c2cc(NC(=O)Nc3cccc4ccccc34)ccc2O[C@@H]1CN(C)S(=O)(=O)c1cccs1 ?
TcdB inh: -0.4

What do the screens show for `COc1ccc(C(=O)N2C[C@@H]3[C@H](c4ccccc42)[C@H](CO)N3Cc2ccc3c(c2)OCO3)cc1`?
TcdB inh: -1.0

How did CO[C@H]1CN(C)C(=O)c2cc(NC(C)=O)ccc2OC[C@H](C)N(Cc2ccccc2F)C[C@@H]1C do in these assays?
TcdB inh: 1.4

Results for O=C(c1ccc2c(c1)OCO2)N1CC2(C1)[C@H](c1ccccc1)[C@@H](CO)N2C(=O)C1CC1 ?
TcdB inh: 0.5

Results for C[C@@H]1CN([C@H](C)CO)C(=O)Cc2cc(NS(C)(=O)=O)ccc2O[C@@H]1CN(C)Cc1ccc(C(=O)O)cc1 ?
TcdB inh: -0.9

What do the screens show for `CC(C)NC(=O)Nc1ccc2c(c1)C(=O)N([C@@H](C)CO)C[C@@H](C)[C@H](CN(C)Cc1ccncc1)OCCCC[C@@H](C)O2`?
TcdB inh: -4.5

What do the screens show for `CCCNC(=O)N1CC(=O)N2[C@H](C1)[C@@H](c1ccc(C#Cc3cccc(OC)c3)cc1)[C@@H]2CO`?
TcdB inh: 0.4

Results for COC(=O)C[C@H]1CC[C@H]2[C@H](COc3ccc(NC(=O)c4ccc(OC)cc4)cc3C(=O)N2C)O1 ?
TcdB inh: -0.8

Results for C[C@H](CO)N1C[C@H](C)[C@H](CN(C)C(=O)CCN2CCCCC2)Oc2ncc(C#Cc3ccccn3)cc2C1=O ?
TcdB inh: 1.3

How did C[C@@H]1CN([C@@H](C)CO)S(=O)(=O)c2ccc(-c3ccncc3)cc2O[C@@H]1CN(C)C(=O)CC1CC1 do in these assays?
TcdB inh: -0.3

Results for COc1cccc(CNC(=O)C[C@@H]2CC[C@H](NC(=O)C3CCOCC3)[C@@H](CO)O2)c1 ?
TcdB inh: -1.0

What do the screens show for `C[C@@H]1CN([C@@H](C)CO)C(=O)c2cc(NC(=O)C3CCCCC3)ccc2O[C@@H](C)CCCCO[C@H]1CN(C)C(=O)NC1CCCCC1`?
TcdB inh: -0.1

Results for CNC[C@@H]1Oc2ncc(C#Cc3ccccc3)cc2C(=O)N([C@H](C)CO)C[C@@H]1C ?
TcdB inh: 0.1

What do the screens show for `COCCNC(=O)C[C@@H]1CC[C@H](NS(=O)(=O)c2ccc(C)cc2)[C@H](CO)O1`?
TcdB inh: -0.6

How did COc1ccccc1CNC(=O)C[C@H]1CC[C@@H]2[C@H](COC[C@H](O)CN2C(=O)Nc2ccc(Cl)cc2)O1 do in these assays?
TcdB inh: 3.9

Results for Cc1noc(C)c1NC(=O)Nc1ccc2c(c1)C(=O)N([C@H](C)CO)C[C@@H](C)[C@H](CN(C)Cc1ccncc1)O2 ?
TcdB inh: 0.2

How did COc1ccc(S(=O)(=O)Nc2cccc3c2O[C@@H](CN(C)S(=O)(=O)c2cn(C)cn2)[C@H](C)CN([C@H](C)CO)C3=O)cc1 do in these assays?
TcdB inh: 0.5

How did C[C@H](CO)N1C[C@H](C)[C@H](CN(C)C)Oc2ncc(/C=C/c3ccccc3)cc2C1=O do in these assays?
TcdB inh: 2.1&0.9

How did COc1ccc(-c2cnc3c(c2)C(=O)N([C@@H](C)CO)C[C@@H](C)[C@@H](CN(C)C(=O)C2CCC2)O3)cc1 do in these assays?
TcdB inh: -0.9

Results for CCCN(C)C[C@@H]1Oc2ncc(-c3ccccc3)cc2C(=O)N([C@H](C)CO)C[C@@H]1C ?
TcdB inh: 0.2&0.2

What do the screens show for `C/C=C/c1ccc([C@H]2[C@@H](CO)N(C(=O)C3CC3)[C@@H]2CNC(=O)CN(C)C)cc1`?
TcdB inh: 3.2

Results for C[C@@H]1CN([C@@H](C)CO)C(=O)c2cc(C#CC3(O)CCCC3)cnc2O[C@@H]1CN(C)Cc1ccncc1 ?
TcdB inh: -0.4

What do the screens show for `O=C(CN1CCOCC1)N1CCCCN2[C@H](CO)[C@@H](c3ccc(-c4ccccc4)cc3)[C@@H]2C1`?
TcdB inh: 0.0

What do the screens show for `CO[C@H]1CN(C)C(=O)c2ccc(NS(C)(=O)=O)cc2OC[C@@H](C)N(C)C[C@H]1C`?
TcdB inh: -0.4

How did CC(=O)NC[C@H]1[C@@H](c2ccc(-c3cccc(F)c3)cc2)[C@@H](CO)N1C(=O)C1CC1 do in these assays?
TcdB inh: 2.0

What do the screens show for `COCC(=O)Nc1ccc2c(c1)C(=O)N(C)[C@H]1CC[C@H](CC(=O)NCCc3ccncc3)O[C@H]1CO2`?
TcdB inh: -0.2

How did Cc1ccc(-c2ccc([C@@H]3[C@@H](CO)N4CCCCN(C(=O)c5ccncc5)C[C@H]34)cc2)cc1 do in these assays?
TcdB inh: 0.9

How did C[C@H](CO)N1C[C@H](C)[C@H](CN(C)C(=O)Cc2ccccn2)Oc2ncc(-c3cccc(C(=O)N(C)C)c3)cc2C1=O do in these assays?
TcdB inh: -0.5

How did C[C@H](CO)N1C[C@H](C)[C@@H](CN(C)C)Oc2cc(Br)ccc2S1(=O)=O do in these assays?
TcdB inh: 0.2

What do the screens show for `C[C@H]1CN([C@@H](C)CO)C(=O)c2cccc(NC(=O)c3ccc(-c4nccs4)cc3)c2O[C@@H]1CN(C)Cc1ccc(-c2ccccc2)cc1`?
TcdB inh: 1.4

What do the screens show for `C[C@@H]1CN([C@H](C)CO)S(=O)(=O)c2ccc(-c3ccc(C(=O)N(C)C)cc3)cc2O[C@@H]1CN(C)C(=O)C1CCC1`?
TcdB inh: -0.1

What do the screens show for `O=C(C1CCC1)N1CC(=O)N2[C@@H](CO)[C@H](c3ccc(-c4cccnc4)cc3)[C@@H]2C1`?
TcdB inh: -0.4

Results for Cc1ccc(-c2ccc([C@@H]3[C@@H](CO)N4C(=O)CN(C(=O)c5cccnc5)C[C@@H]34)cc2)cc1 ?
TcdB inh: 1.3

How did Cc1ccc(S(=O)(=O)N(C)C[C@@H]2Oc3ccc(NC(=O)CCC(F)(F)F)cc3CC(=O)N([C@H](C)CO)C[C@H]2C)cc1 do in these assays?
TcdB inh: -2.3

Results for CO[C@@H]1CN(C)C(=O)c2ccc(NS(=O)(=O)c3ccc(C)cc3)cc2OC[C@H](C)NC[C@H]1C ?
TcdB inh: 0.9

What do the screens show for `C/C=C/c1ccc([C@@H]2[C@H](CO)N(Cc3cncnc3)C23CN(C(C)=O)C3)cc1`?
TcdB inh: -1.1

How did COc1ccc(S(=O)(=O)N(C)C[C@H]2OCCCC[C@H](C)Oc3ccc(NC(=O)Nc4ccc5c(c4)OCO5)cc3C(=O)N([C@@H](C)CO)C[C@@H]2C)cc1 do in these assays?
TcdB inh: -0.3

Results for C[C@@H]1CN([C@@H](C)CO)C(=O)c2cc(NC(=O)CCC(F)(F)F)ccc2O[C@@H]1CN(C)S(=O)(=O)c1ccc(F)cc1 ?
TcdB inh: 1.7

How did CCCNC(=O)Nc1ccc2c(c1)OC[C@H](C)N(CC1CCCC1)C[C@H](C)[C@@H](OC)CN(C)C2=O do in these assays?
TcdB inh: -0.3

What do the screens show for `C[C@@H]1CCCCO[C@@H](CN(C)C(=O)Cc2ccccc2)[C@H](C)CN([C@@H](C)CO)C(=O)c2cc(NS(=O)(=O)c3ccccc3)ccc2O1`?
TcdB inh: 0.1

Results for O=C(NCC1CC1)[C@@H]1[C@@H](CO)[C@@H]2Cn3c(ccc(-c4ccc(F)cc4)c3=O)[C@H]1N2 ?
TcdB inh: -7.4

Results for CCC(=O)N1CC[C@@H]2[C@H]1c1cc(-c3ccccc3)ccc1N(C)[C@@H]2CO ?
TcdB inh: 1.2

How did CN(C)C(=O)[C@H]1[C@H](CO)[C@H]2Cn3c(ccc(-c4ccccc4F)c3=O)[C@@H]1N2C do in these assays?
TcdB inh: -1.3

Results for CC(C)NC(=O)N(C)C[C@@H]1OCCCC[C@@H](C)Oc2ccc(NS(C)(=O)=O)cc2C(=O)N([C@H](C)CO)C[C@H]1C ?
TcdB inh: -1.1

What do the screens show for `C[C@H](CO)N1C[C@H](C)[C@@H](CN(C)Cc2ccccn2)Oc2ncc(-c3cccc(F)c3)cc2C1=O`?
TcdB inh: -1.3

Results for CO[C@@H]1CN(C)C(=O)c2ccc(NC(=O)c3cc(C)on3)cc2OC[C@@H](C)N(S(=O)(=O)c2ccc(F)cc2)C[C@H]1C ?
TcdB inh: 0.6

What do the screens show for `COc1ccccc1CNC(=O)C[C@@H]1C[C@@H]2c3cc(NC(=O)c4cccnc4)ccc3O[C@@H]2[C@@H](CO)O1`?
TcdB inh: -0.1

What do the screens show for `Cc1ccc(S(=O)(=O)N[C@@H]2C=C[C@H](CC(=O)NCCN3CCCCC3)O[C@@H]2CO)cc1`?
TcdB inh: -0.5

Results for COc1ccc(NC(=O)N(C)C[C@H]2Oc3ccc(NC(=O)CCCCCC(=O)Nc4ccccc4N)cc3C(=O)N([C@H](C)CO)C[C@@H]2C)cc1 ?
TcdB inh: -0.8

What do the screens show for `O=C(C[C@@H]1C[C@@H]2c3cc(NS(=O)(=O)c4ccc(F)cc4)ccc3O[C@@H]2[C@@H](CO)O1)NCc1ccccc1F`?
TcdB inh: 1.7

How did COC(=O)C[C@@H]1CC[C@@H]2[C@H](COc3ccc(NS(=O)(=O)c4ccc(C)cc4)cc3C(=O)N2C)O1 do in these assays?
TcdB inh: 0.1

How did N#C[C@H]1[C@H](c2ccc(C#Cc3ccc(F)cc3)cc2)[C@H](CO)N1C(=O)C1CCC1 do in these assays?
TcdB inh: -0.4

How did Cc1ccc(S(=O)(=O)Nc2ccc3c(c2)CC(=O)N([C@H](C)CO)C[C@H](C)[C@H](CN(C)C(=O)Nc2cccc4ccccc24)O3)cc1 do in these assays?
TcdB inh: -8.8

How did C[C@@H]1CN([C@H](C)CO)C(=O)c2cc(NC(=O)NC3CCCCC3)ccc2O[C@@H](C)CCCCO[C@@H]1CN(C)S(=O)(=O)c1cn(C)cn1 do in these assays?
TcdB inh: 0.0

How did C[C@H](CO)N1C[C@H](C)[C@H](CN(C)Cc2ccc(C(F)(F)F)cc2)Oc2ccc(NS(=O)(=O)c3ccc(F)cc3)cc2CC1=O do in these assays?
TcdB inh: 0.9

Results for CCNC(=O)[C@@H]1[C@@H](CO)[C@@H]2Cn3c(ccc(-c4ccccc4)c3=O)[C@H]1N2CCC(F)(F)F ?
TcdB inh: -1.3

How did C/C=C/c1ccccc1[C@H]1[C@@H](C#N)N(c2nc(CC)cs2)[C@H]1CO do in these assays?
TcdB inh: -2.1

What do the screens show for `COc1ccc(S(=O)(=O)N(C)C[C@@H]2Oc3cc(-c4ccccc4OC)ccc3S(=O)(=O)N([C@H](C)CO)C[C@H]2C)cc1`?
TcdB inh: 0.4

Results for COc1cccc(S(=O)(=O)N2C[C@@H](O)COC[C@H]3O[C@H](CC(=O)N4CCOCC4)CC[C@@H]32)c1 ?
TcdB inh: 0.8

How did COCC(=O)N1[C@@H](CO)[C@@H](c2ccc(-c3ccccc3)cc2)C12CN(C(C)=O)C2 do in these assays?
TcdB inh: 0.5

A run of entries of the results above, for reference:
What do the screens show for `COc1ccccc1CNC(=O)C[C@@H]1C[C@@H]2c3cc(NC(=O)c4cccnc4)ccc3O[C@@H]2[C@@H](CO)O1`?
TcdB inh: -0.1

What do the screens show for `Cc1ccc(S(=O)(=O)N[C@@H]2C=C[C@H](CC(=O)NCCN3CCCCC3)O[C@@H]2CO)cc1`?
TcdB inh: -0.5

Results for COc1ccc(NC(=O)N(C)C[C@H]2Oc3ccc(NC(=O)CCCCCC(=O)Nc4ccccc4N)cc3C(=O)N([C@H](C)CO)C[C@@H]2C)cc1 ?
TcdB inh: -0.8

What do the screens show for `O=C(C[C@@H]1C[C@@H]2c3cc(NS(=O)(=O)c4ccc(F)cc4)ccc3O[C@@H]2[C@@H](CO)O1)NCc1ccccc1F`?
TcdB inh: 1.7

How did COC(=O)C[C@@H]1CC[C@@H]2[C@H](COc3ccc(NS(=O)(=O)c4ccc(C)cc4)cc3C(=O)N2C)O1 do in these assays?
TcdB inh: 0.1

How did N#C[C@H]1[C@H](c2ccc(C#Cc3ccc(F)cc3)cc2)[C@H](CO)N1C(=O)C1CCC1 do in these assays?
TcdB inh: -0.4

How did Cc1ccc(S(=O)(=O)Nc2ccc3c(c2)CC(=O)N([C@H](C)CO)C[C@H](C)[C@H](CN(C)C(=O)Nc2cccc4ccccc24)O3)cc1 do in these assays?
TcdB inh: -8.8

How did C[C@@H]1CN([C@H](C)CO)C(=O)c2cc(NC(=O)NC3CCCCC3)ccc2O[C@@H](C)CCCCO[C@@H]1CN(C)S(=O)(=O)c1cn(C)cn1 do in these assays?
TcdB inh: 0.0

How did C[C@H](CO)N1C[C@H](C)[C@H](CN(C)Cc2ccc(C(F)(F)F)cc2)Oc2ccc(NS(=O)(=O)c3ccc(F)cc3)cc2CC1=O do in these assays?
TcdB inh: 0.9

Results for CCNC(=O)[C@@H]1[C@@H](CO)[C@@H]2Cn3c(ccc(-c4ccccc4)c3=O)[C@H]1N2CCC(F)(F)F ?
TcdB inh: -1.3

How did C/C=C/c1ccccc1[C@H]1[C@@H](C#N)N(c2nc(CC)cs2)[C@H]1CO do in these assays?
TcdB inh: -2.1

Screens (PubChem BioAssay)

Not all compounds are listed; count on the stated rates, not on these rows.
